# D1 agonist: agonists of human D1 dopamine receptor. activation, % at 2 µM. HEK293 T-REx D1 cells, calcium flux, agonist mode. 360,000 tested, 1% active. P21728. AID 504660; also: 0% is about no effect
# Target sequence (P21728 whole entry, looked up): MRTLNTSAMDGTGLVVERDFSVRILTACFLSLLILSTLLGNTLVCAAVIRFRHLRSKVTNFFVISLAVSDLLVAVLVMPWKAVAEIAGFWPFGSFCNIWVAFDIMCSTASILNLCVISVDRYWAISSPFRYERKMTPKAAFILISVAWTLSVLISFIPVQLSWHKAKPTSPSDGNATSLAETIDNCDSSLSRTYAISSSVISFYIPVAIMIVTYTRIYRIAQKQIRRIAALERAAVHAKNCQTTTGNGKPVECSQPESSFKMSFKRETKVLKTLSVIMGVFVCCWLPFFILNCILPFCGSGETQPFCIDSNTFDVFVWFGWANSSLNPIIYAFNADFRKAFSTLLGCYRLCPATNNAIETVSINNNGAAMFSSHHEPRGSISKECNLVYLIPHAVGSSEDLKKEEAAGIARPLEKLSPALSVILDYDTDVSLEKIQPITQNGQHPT
#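 Agonism was scored from calcium flux recorded over 180 s (1 read/s) after pintool compound addition, following a 10-cycle baseline. Cells were inducible force-coupled HEK293 TREx D1, plated overnight at 30 C and loaded with no-wash calcium dye.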
# D1 potentiator: enhances dopamine response at the human D1 receptor. HEK293 TREx D1 cells, calcium flux, dopamine EC20 potentiation. AID 504651. P21728. 360,000 tested, 0.036% active. potentiation, % at 10 µM; in the data active = potentiation above about 30%; also: 0% is about no effect
# RXFP1 antag: RXFP1 (human) relaxin receptor antagonism. Q9HBX9. activity change, negative = inhibition, % at 57.5 µM. 350,000 tested, 0.59% active. HEK293-RXFP1, relaxin-stimulated cAMP HTRF, 30 min; active compounds read low. AID 1259400;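 active = activity change of -60% or lower, but not beyond a set lower limit; inconclusive = change between -60% and -40%, or beyond the set limit; inactive = change above -40%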; also: % is scaled to controls: 0 for no effect and ±100 for the full control effect
# TRHR ag: agonists of human TRH receptor. TRHR cells, calcium flux fluo-8, FDSS agonist mode. activation, % at 2 µM. 360,000 tested, 0.18% active; also: 0% is about no effect
# Target sequence (P34981 whole entry, looked up): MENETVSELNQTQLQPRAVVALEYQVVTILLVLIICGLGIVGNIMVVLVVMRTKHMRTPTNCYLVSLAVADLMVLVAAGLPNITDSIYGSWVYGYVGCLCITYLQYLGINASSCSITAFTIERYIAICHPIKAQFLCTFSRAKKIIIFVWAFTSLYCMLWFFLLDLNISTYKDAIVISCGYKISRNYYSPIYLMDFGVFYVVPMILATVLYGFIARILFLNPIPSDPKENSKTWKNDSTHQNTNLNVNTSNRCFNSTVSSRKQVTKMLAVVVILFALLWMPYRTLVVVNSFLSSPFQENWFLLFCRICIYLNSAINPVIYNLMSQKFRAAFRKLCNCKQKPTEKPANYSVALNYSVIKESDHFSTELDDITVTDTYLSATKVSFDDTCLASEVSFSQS
#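 Read-out: compound-evoked intracellular calcium rise in TRHR cells, fluo-8 dye, kinetic FDSS fluorescence at 1 s/cycle following a 10-cycle baseline. Cells cultured overnight before dye loading (30 min–1.5 h, RT).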
# D2 PAM: positive allosteric modulators of human D2 dopamine receptor. 340,000 tested, 0.34% active. AID 485347. P14416. HEK293 T-REx D2, calcium flux, EC20 dopamine potentiation. potentiation, % at 10 µM;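 active = potentiation over 3 SD above the plate norm, cut at about 30% in these data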; also: 0% is about no effect
#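 Calcium flux readout, no-wash dye, 1 read/s. Inducible HEK293 Trex D2 line, overnight 30 C. Compound alone 180 s (agonist flags), then EC20 dopamine, another 180 s to score potentiation.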
# TRHR enhancer: allosterically enhances the human TRH receptor. P34981. TRHR cells, fluo-8 calcium fluorescence, EC20 TRH enhancement. enhancement, % at 2 µM. 360,000 tested, 0.66% active; in the data active = enhancement above about 30%; also: 0% is about no effect
#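 TRHR-expressing cells loaded with fluo-8 calcium dye were read kinetically (ex 480/em 530) during compound addition, then stimulated with an EC20 of TRH (10 nM final). Enhancement of the Gq-mediated intracellular calcium response was scored.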
# D2 agonist: activates the human D2 dopamine receptor; P14416; HEK293 T-REx D2 cells, calcium flux agonist mode; activation, % at 2 µM; 340,000 tested, 0.53% active;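 active = activation over 3 SD above normal in the single-dose calcium agonist read, cut at about 30% in these data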; also: 0% is about no effect
#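 Agonism is scored from calcium flux in a force-coupled, inducible HEK293 cell line expressing D2, read kinetically for 180 s after compound addition against dopamine controls.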
# D2 antagonist: antagonists of human D2 dopamine receptor | P14416 | 340,000 tested, 2% active | HEK293 TREx D2 cells, calcium flux, dopamine EC80 | inhibition, % at 10 µM | AID 485344; in the data active = inhibition above about 30%; also: 0% is about no effect
#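 Inhibition of EC80 dopamine-driven calcium flux, recorded kinetically, defines activity here; cells are a tetracycline-induced HEK293 T-REx line expressing force-coupled D2.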
# D1 antag: human D1 dopamine receptor antagonism; HEK293 TREx D1 cells, calcium flux, dopamine EC80; active compounds read low; activity change, negative = inhibition, % at 10 µM; 360,000 tested, 3.2% active; AID 504652; in the data active = activity change below about -30%; also: % is scaled to controls: 0 for no effect and ±100 for the full control effect
#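 Using tetracycline-induced force-coupled D1 Hek293 cells and a calcium dye, signals were followed for 180 s after compound, then for 180 s after EC80 dopamine, to detect inhibitors.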
# * hit, by the source's call; ? = inconclusive; . = no result given; & = joins results of further samples. Rule as the data show it, unless noted: active = activation above about 30%; inactive = the rest.
No.	SMILES	D1 agonist	D1 potentiator	RXFP1 antag	TRHR ag	D2 PAM
1	CCN(CC)C(=O)C(=O)c1cn(CC(=O)NCc2ccc3c(c2)OCO3)c2ccccc12	1.1	-1.4	16.1	0.0	4.4
2	Nc1nc(Oc2ccc(F)cc2)c(Br)c(=O)[nH]1	-2.1	-3.1	2.0	0.5	-7.6
3	O=C(Cn1cc2c(n1)CCCC2)NCCCN1CCCC1	3.3	.	-1.3	0.1	23.0
4	O=S(=O)(Nc1ccc(F)cc1)c1ccc(NC(=S)Nc2ccccc2)cc1	3.3	-3.2	6.3	-0.2	4.8
5	O=C(CCC(=O)N1CCN(S(=O)(=O)c2ccc(Cl)cc2)CC1)NC1CCCc2ccccc21 (stereo not drawn)	-2.5	-1.9	1.8	0.9	-2.7
6	Cc1onc(-c2c(F)cccc2Cl)c1C(=O)ONC(=O)c1ccco1	0.4	-1.9	2.5	0.5	21.1
7	Oc1ccc(/C=N/NC2=NCCCCC2)c(O)c1	1.9	-13.3	17.2	0.2	-17.1
8	CCOC(=O)C1(Cc2cccc(OC)c2)CCN(C/C=C/c2ccc(OC)cc2)CC1	0.7	-1.2	-81.9*	1.7	-6.7
9	COC(=O)c1nccc2c1[nH]c1ccccc12	-0.1	-2.2	-17.2	0.1	-13.0
10	CCOc1ccc(NC(=O)[C@H](Cc2ccccc2)NC(=O)C2CCNCC2)cc1	3.5	11.8	-5.1	-0.3	1.4
11	CS(=O)(=O)N(CC(=O)NCCSC1CCCCC1)c1cccc(F)c1	1.5	-4.2	-0.4	-0.4	-0.5
12	Cc1ccc(Cl)cc1Nc1nn2c(=O)c3ccc(C(=O)NCc4cccs4)cc3nc2s1	1.6	-1.1	5.3	0.4	.
13	Cc1nc(-n2nnc(CO)c2CO)nc2c1CCC2	0.3	4.6	0.0	0.3	-3.8
14	COc1cc(NC(=O)CCNC(=O)Cn2cnc3ccccc3c2=O)cc(OC)c1OC	-0.1&1.8	1.2&-0.4	5.0&-1.7	1.3&0.3	-3.5&3.1
15	O=C(Nc1sc2c(c1C(=O)O)CCC2)c1cccs1	0.4	7.0	.	0.7	-0.6

No.	TRHR enhancer	D2 agonist	D2 antagonist	D1 antag
1	-4.4	0.7	7.6	-3.1
2	0.6	3.3	-8.7	-21.3
3	1.9	-0.3	-13.3	11.5
4	-0.9	-0.8	12.7	-3.2
5	-2.7	0.0	9.1	5.9
6	6.4	0.9	2.4	-3.9
7	8.3	0.8	-1.0	-15.4
8	6.3	0.0	-1.5	-1.7
9	-6.2	-1.0	-7.0	-11.0
10	-5.2	0.9	-8.7	-0.6
11	0.6	-0.6	-4.6	-2.0
12	4.1	.	.	-4.3
13	0.6	1.6	5.1	-2.1
14	15.8&-1.7	0.7&0.4	-5.0	-0.1&-12.1
15	2.5	-0.4	13.0	3.7

# A different layout for some results above.
[13] Cc1nc(-n2nnc(CO)c2CO)nc2c1CCC2
[15] O=C(Nc1sc2c(c1C(=O)O)CCC2)c1cccs1
assay / compound,13,15
D1 agonist,0.3,0.4
D1 potentiator,4.6,7.0
RXFP1 antag,0.0,.
TRHR ag,0.3,0.7
D2 PAM,-3.8,-0.6
TRHR enhancer,0.6,2.5
D2 agonist,1.6,-0.4
D2 antagonist,5.1,13.0
D1 antag,-2.1,3.7

# The main list resumes with the two entries that preceded the break.
No.	SMILES	D1 agonist	D1 potentiator	RXFP1 antag	TRHR ag	D2 PAM
14	COc1cc(NC(=O)CCNC(=O)Cn2cnc3ccccc3c2=O)cc(OC)c1OC	-0.1&1.8	1.2&-0.4	5.0&-1.7	1.3&0.3	-3.5&3.1
15	O=C(Nc1sc2c(c1C(=O)O)CCC2)c1cccs1	0.4	7.0	.	0.7	-0.6
16	CCN(CC(=O)Nc1ccccc1C(F)(F)F)C(=O)C1CSC2(C)CCC(=O)N12 (stereo not drawn)	2.1	-5.2	4.4	0.0	-2.2
17	COc1ccccc1-n1cc(C(=O)N2CCCC(CO)(Cc3ccccc3C)C2)cn1 (stereo not drawn)	0.9	5.0	?	-0.8	.
18	Cc1ccc(C)c(-n2c(C)cc(/C=N/NC(=O)c3c(C)nc4cc(C)ccn34)c2C)c1	-0.6	5.3	-19.3	-0.9	7.9
19	Cc1ccc(Nc2c(-c3ccc(C)cc3)nc3c(C)cccn23)cc1	3.3	7.5	-4.0	-0.3	12.5
20	O=C(OCc1ccc2c(c1)OCO2)c1ccc(S(=O)(=O)N2CCCCC2)cc1	8.2	-4.0	-3.2	2.7	-16.4
21	COc1ccccc1NC(=O)c1cc(S(=O)(=O)N2CCCC2)cn1C	4.3	-5.3	-1.8	0.1	-2.0
22	O=C(O)[C@H](Cc1ccccc1)N1C(=O)c2ccncc2C1=O	4.3	-6.7	14.0	0.2	-7.8
23	CCc1ccc2[nH]c(=O)c(CN(CCCO)C(=O)NCc3ccccc3)cc2c1	-0.6	-4.5	-6.4	-0.2	-9.5
24	COc1ccc(OC)c(C2Nc3c(C)cc(C)cc3-c3cc(C)nn32)c1 (stereo not drawn)	1.9	-2.9	-24.6	-0.5	-10.7
25	COc1cc(C2NC(=O)NC(C)=C2C(=O)Nc2cccc(C)c2C)cc(OC)c1OC (stereo not drawn)	-0.4	1.2	-1.8	0.5	1.4
26	O=C(CCNS(=O)(=O)c1ccc(OC(F)(F)F)cc1)N1CCN(S(=O)(=O)c2cccc(F)c2)CC1	2.1	-2.9	-19.0	0.8	-2.7
27	O=C(c1ccc2c(=O)n(C3CCCC3)c(=S)[nH]c2c1)N1CCc2ccccc21	1.2	-1.9	3.0	0.7	-4.9
28	Cc1nnc(SCC(=O)N2CCCC(C(=O)c3ccc(Cl)cc3)C2)o1 (stereo not drawn)	-0.7	-3.3	1.1	0.3	8.6
29	CCN(c1ccc(OC)cc1)S(=O)(=O)c1ccc2c(c1)CC(C)N2C(=O)C1CC1 (stereo not drawn)	12.9	0.6	-2.7	-0.5	-3.5
30	COc1ccc(C(=O)COC(=O)c2cc(=O)[nH]c3ccccc23)c(OC)c1	2.4	-5.2	-8.3	0.0	21.3

No.	TRHR enhancer	D2 agonist	D2 antagonist	D1 antag
14	15.8&-1.7	0.7&0.4	-5.0	-0.1&-12.1
15	2.5	-0.4	13.0	3.7
16	1.3	-1.0	2.9	-10.7
17	6.2	.	.	8.2
18	-3.7	0.2	5.9	1.6
19	0.7	0.1	.	11.7
20	-5.2	1.5	-6.6	-1.0
21	-0.3	-0.5	-0.4	0.1
22	12.3	1.0	9.0	-3.0
23	-3.9	.	.	-4.0
24	0.5	3.0	.	-6.1
25	0.7	0.0	-0.9	-8.5
26	0.9	-0.9	-8.0	6.3
27	-0.4	1.1	16.6	-5.4
28	-7.1	-2.1	-5.5	-12.5
29	-7.8	-0.7	-5.8	-10.0
30	-11.2	-0.2	-15.9	0.3

# Single records, from the list above. Order of values: D1 agonist	D1 potentiator	RXFP1 antag	TRHR ag	D2 PAM	TRHR enhancer	D2 agonist	D2 antagonist	D1 antag
# CCc1ccc2[nH]c(=O)c(CN(CCCO)C(=O)NCc3ccccc3)cc2c1 as listed: -0.6	-4.5	-6.4	-0.2	-9.5	-3.9	.	.	-4.0
# CCN(c1ccc(OC)cc1)S(=O)(=O)c1ccc2c(c1)CC(C)N2C(=O)C1CC1 (stereo not drawn) as listed: 12.9	0.6	-2.7	-0.5	-3.5	-7.8	-0.7	-5.8	-10.0

# The listing continues.
No.	SMILES	D1 agonist	D1 potentiator	RXFP1 antag	TRHR ag	D2 PAM
31	COc1cc(-c2nnc(NC(=O)CCS(=O)(=O)c3ccc(F)cc3)o2)cc(OC)c1OC	2.9	-0.9	2.4	0.3	-3.5
32	CCc1cccc(C)c1NC(=O)CN(C)C1=NS(=O)(=O)c2ccccc21	1.2	-5.3	9.0	0.6	5.6
33	COc1ccc(C(=O)N/N=C/c2ccc(OC)c(OS(=O)(=O)c3ccccc3)c2)cc1	1.1	2.1	-0.7	0.0	-4.1
34	Cc1ccc(-c2cc(C(=O)N/N=C/c3c[nH]c4ccccc34)[nH]n2)cc1	0.4	-3.0	-5.3	-0.1	-2.7
35	CCOC(=O)N1CCN(C(=O)c2cccc(NS(=O)(=O)c3ccc(F)c(F)c3)c2)CC1	-1.0	-3.0	-6.7	-0.2	-3.7
36	COC(C(=O)Nc1ccnn1C1CCN(C(=O)c2ccc(C)cc2)CC1)c1ccccc1 (stereo not drawn)	-0.7	-5.5	1.6	0.1	2.2
37	CC(C)Cc1nnc(NC(=O)CSc2ncn[nH]2)s1	0.2	2.8	-11.6	-0.3	0.6
38	CCCCC1CCCC12NC(=O)NC2=O (stereo not drawn)	4.2	-1.5	-0.2	-0.5	15.5
39	Cc1cc(C)n(S(=O)(=O)c2cc(C)c(C)cc2C)n1	0.9	-11.8	14.5	-1.6	3.1
40	CCOc1ccc(N(c2nc(-c3ccc(OC)c(OC)c3)no2)c2nc(-c3ccc(OC)c(OC)c3)no2)cc1	0.7	3.3	.	1.3	-3.7
41	CCOC(=O)c1nc2sc3c(c2c(=O)[nH]1)CCCC3	0.2&-0.9	-5.3&-2.5	.	0.6&-0.3	5.1&0.2
42	COc1ccc(Cn2c3nc4ccccc4nc3c3c(=O)n(Cc4ccco4)c(C)nc32)cc1	0.8	-4.5	.	0.2	-3.7
43	Cc1ccc(NC(=O)C2CCC(CNS(=O)(=O)c3ccc4c(c3)CCCC(=O)N4)CC2)cc1F (stereo not drawn)	1.8	1.9	.	0.4	-1.1
44	COc1ccc(C(=O)C2CCN(CC(=O)Nc3ccccc3F)CC2)cc1	0.6	-1.6	-6.1	-0.1	-4.7
45	Cc1ccccc1N(CC(=O)NC(C)(C)C)C(=O)c1ccc(-c2ccccc2)[nH]1	2.6	0.2	.	0.9	-6.0
46	COc1ccc(NC(=O)CSc2nc(C)cc(C)c2C(=O)Nc2cccc(C)c2)cc1	-3.0	-1.0	-5.8	-1.8	17.0
47	CC(C)(C)c1ccc(OCCCN2CCCC2)cc1	14.7	-5.3	17.5	-0.2	4.0
48	Cc1cc(-n2c(C)cc(C(=O)CSc3nnc4sc5ccccc5n34)c2C)no1	-0.1	1.2	-24.1	-1.1	3.3

No.	TRHR enhancer	D2 agonist	D2 antagonist	D1 antag
31	-2.9	-0.7	24.9	-7.4
32	0.8	0.2	-17.5	9.4
33	-5.3	-0.4	-4.0	-6.6
34	5.9	-0.6	-3.8	-2.4
35	5.1	-0.3	3.3	-11.0
36	-12.5	3.5	-0.5	2.5
37	5.5	-0.1	-17.7	-2.0
38	8.7	-0.7	-0.5	11.4
39	6.3	-0.1	12.0	-31.0*
40	-4.3	1.2	.	-7.1
41	-2.3&-0.1	0.3&-0.4	-5.7&-1.8	6.8&5.4
42	-6.3	1.1	33.4*	4.8
43	1.8	.	.	-9.2
44	1.0	-0.2	0.1	-10.5
45	0.1	2.2	-25.4	-17.5
46	5.1	-2.1	.	-5.0
47	38.2*	-2.0	25.6	-11.1
48	24.3	1.5	-5.2	12.2

# Source: PubChem BioAssay
